GSK3beta inhib: blocks human GSK3beta kinase activity; activity score (negative = inhibition), % at 10 µM; GST-GSK3beta kinase, ADP-Glo luminescence, 60 min; active compounds read low; actives 0.038% (n = 300,000);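 active = more than half of replicate wells score below -50%, meaning over 50% inhibition versus plate controls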;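 also: 0% = median DMSO wells and -100% = median GW8510 positive control wells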
Target sequence (P49841 whole entry, looked up): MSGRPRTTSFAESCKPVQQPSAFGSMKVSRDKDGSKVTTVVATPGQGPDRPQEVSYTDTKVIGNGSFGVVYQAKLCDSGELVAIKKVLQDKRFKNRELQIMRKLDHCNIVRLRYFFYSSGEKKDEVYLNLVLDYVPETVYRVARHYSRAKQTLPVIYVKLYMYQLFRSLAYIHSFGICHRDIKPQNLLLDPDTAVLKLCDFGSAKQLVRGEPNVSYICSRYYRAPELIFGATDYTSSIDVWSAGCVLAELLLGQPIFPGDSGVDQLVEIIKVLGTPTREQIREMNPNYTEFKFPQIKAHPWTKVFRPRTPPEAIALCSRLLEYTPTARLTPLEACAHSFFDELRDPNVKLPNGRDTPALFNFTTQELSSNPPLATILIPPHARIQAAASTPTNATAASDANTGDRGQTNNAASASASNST
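Test system – GST-tagged human GSK3beta kinase, cell-free · Incubation – 60 min enzyme reaction, room temperature · Signal – ADP-Glo luminescence · Also added – peptide substrate and ATP at 25 µM · Controls – DMSO neutral wells and GW8510 at 20 µM as positive · Buffer or medium – Tris/MgCl2 kinase buffer · Measure – Luminescence-derived activity versus plate DMSO and GW8510 wells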
HDAC3 inhib: human HDAC3 inhibition | recombinant HDAC3, fluorogenic peptide/trypsin coupled, fluorescence | actives 0.15% (n = 320,000) | O15379 | AID 2718 | inhibition, % at 8.3 µM; in the data active = inhibition above about 26%, passing the limit was not always enough
AI-2 QS modul: modulators of Vibrio harveyi AI-2 quorum sensing system; Vibrio harveyi JMH597 AI-2 luminescence/OD600 ratio, 9 h; active compounds read low; strain lacks LuxN and CqsS sensors; 0 = neutral-control median; activity change, % at 7.5 µM; actives 0.4% (n = 300,000); in the data active = activity change below about -75%, passing the limit was not always enough;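 also: luminescence divided by OD600 gain over 9 h not by final OD600 alone; inactives centre near 13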
GSK3 alpha inh: blocks human GSK-3 alpha kinase | P49840 | AID 2650 | ADP-Glo luminescence, 60 min | actives 0.1% (n = 320,000) | inhibition, % at 10 µM;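 in the data active = inhibition above about 50%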;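 also: GST-tagged GSK-3 alpha with peptide substrate and 25 µM ATP; 0% = DMSO neutral wells and 100% = GW8510 positive control wells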
Target sequence (P49840 whole entry, looked up): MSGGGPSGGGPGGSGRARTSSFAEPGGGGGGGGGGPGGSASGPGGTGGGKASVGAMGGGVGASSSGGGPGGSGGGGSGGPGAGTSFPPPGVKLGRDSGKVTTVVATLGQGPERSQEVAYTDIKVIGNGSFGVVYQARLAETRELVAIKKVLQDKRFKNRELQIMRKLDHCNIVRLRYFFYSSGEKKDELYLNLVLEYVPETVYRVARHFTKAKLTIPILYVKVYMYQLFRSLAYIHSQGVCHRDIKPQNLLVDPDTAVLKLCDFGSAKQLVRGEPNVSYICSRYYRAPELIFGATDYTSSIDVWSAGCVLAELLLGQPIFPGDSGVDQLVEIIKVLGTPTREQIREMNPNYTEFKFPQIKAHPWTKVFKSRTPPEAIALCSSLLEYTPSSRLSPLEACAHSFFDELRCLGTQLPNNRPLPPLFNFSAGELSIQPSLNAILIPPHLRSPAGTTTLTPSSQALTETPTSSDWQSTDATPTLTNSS
HSF-1 act: increases HSF-1 driven luciferase reporter signal; activation, % at 9 µM; actives 1.7% (n = 300,000); NIH3T3-HGL HSF-1 luciferase reporter, MG132, 8 h; 100% = twice DMSO control signal;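 active = mean replicate activation of at least 50% with a set share of replicates each reaching 50%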;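 also: 0% = median of the neutral control wells and 100% = twice that signal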
HSP90 inh: inhibitors of HSP90 luciferase refolding in rabbit reticulocyte lysate | luciferase refolding luminescence, 3 h | inhibition, % at 5.6 µM | actives 0.91% (n = 290,000) | AID 1789;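 active = inhibition above the screen-wide mean plus 3 SD, computed separately per campaign, cut at about 16% in these data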;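 also: 0% = DMSO wells and 100% = 60 µM geldanamycin wells; inhibitors lower the luminescence because luciferase stays unfolded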
HSF1 inhib: HSF1 inhibition; NIH3T3-HGL HSE-luciferase, MG132-induced, luminescence 8 h; active compounds read low; activity change, negative = inhibition, % at 7.5 µM (by protocol); actives 0.77% (n = 300,000);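 active = more than half of replicate wells show activity change below -50%, luminescence cut by over half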;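 also: luciferase reports HSF-1 transcriptional activity via heat shock element; 0% = median of DMSO wells and -100% = zero luminescence signal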
Dyrk1A ADPGlo: Dyrk1A (rat) kinase inhibition. ADP-Glo luminescence, NFATc1 peptide. inhibition, % at 12.5 µM. actives 0.43% (n = 310,000). AID 504441; in the data active = inhibition above about 50%;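 also: plate controls were vehicle with enzyme for no effect and no enzyme for full effect; many of its hits are not listed in these tables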
PolyA inh: yeast polyadenylation inhibition; S. cerevisiae SKY197-pL101 polyadenylation reporter, beta-gal luminescence; efflux-impaired pdr1/pdr3 knockout yeast; score 100 = 6 SD above DMSO; calls only at 12 µM; actives 0.02% (n = 300,000); AID 1875;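 active = lowest replicate activity score at least 50, where 100 means six control SD above control mean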;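 also: yeast exposed to compound for 9 h at 30 °C; higher score means more reporter readthrough which indicates perturbed polyadenylation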
Platelet DG rel: platelet dense granule release activity. human platelet-rich plasma, SFLLRN dense granule ATP release, luminescence. inhibition, %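 (compounds screened at 7.5 µM in platelet-rich plasma)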. actives 0.22% (n = 300,000);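 active = mean replicate score, as percent of positive control, at or above 50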
An asterisk follows results filed as active; i = inactive; · = no result given. These rows are one share of the data; the hit share may differ from the screen's.

Each structure is followed by: HSF1 inhib	Dyrk1A ADPGlo	GSK3beta inhib	GSK3 alpha inh	HSP90 inh	Platelet DG rel	AI-2 QS modul	HSF-1 act	HDAC3 inhib	PolyA inh
Cc1sc2nc(SCC(=O)c3cccs3)n(Cc3ccco3)c(=O)c2c1C
    31	9	-2	0	-1	-3	28	45	1	i
CCOC(=O)C1CCCN(C(c2ccccn2)c2c(C)[nH]c3ccccc23)C1 (stereo not drawn)
    -5	3	-10	-2	-1	5	8	-10	2	i
CC(NC(=O)Cc1ccc(Br)cc1)c1ccccc1 (stereo not drawn)
    4	-2	2	4	1	-4	19	20	4	i
O=C(COC(=O)c1cc(S(=O)(=O)NCc2ccccc2)ccc1O)c1cc2ccccc2o1
    0	4	1	·	2	6	16	-1	6	i
O=C(NCCc1ccccc1)c1ccco1
    5	5	1	0	2	0	1	5	-7	i
COc1ccc(S(=O)(=O)NC2(C(F)(F)F)N=C3SCCN3C2=O)cc1 (stereo not drawn)
    -8	-1	-3	-2	3	-2	20	-3	1	i
Cc1ccccc1NC(=O)CSc1nc2scc(C)c2c(=O)[nH]1
    47	0	3	-4	1	-2	28	47	2	i
CC(=O)Nc1ccc(S(=O)(=O)Nc2ccc(C(=O)NCC(=O)O)cc2)cc1
    -10	4	2	-2	1	-3	19	6	-6	i
O=C(/C=C/c1cccc([N+](=O)[O-])c1)Nc1cccc(NC(=O)c2cccs2)c1
    -15	6	0	-4	5	1	13	6	2	i
O=C1CCCN1CC(O)CS(=O)(=O)Cc1ccc(Cl)cc1Cl (stereo not drawn)
    -2	1	3	0	-1	-3	3	2	1	i
CCN(CC)CC(=O)Nc1sc2c(c1C(=O)c1ccccc1OC)CCC2
    -4	·	3	-5	-2	9	3	0	3	i
O=C(Nc1nccs1)C1CCN(S(=O)(=O)c2ccc3c(c2)OCCCO3)CC1
    1	-1	3	9	-6	-2	7	-19	-10	i
Cc1ccc2nc(-c3ccc(NC(=O)CSc4ccccc4)cc3)[nH]c2c1
    15	-7	2	-3	-4	6	-36	31	7	i
C=CCn1c(=O)c(C(=O)NCc2ccc(Cl)cc2)c(O)c2ccccc21
    0	4	-27	1	0	-3	20	-7	-9	i
Cc1ccc(C(=O)N/N=C\c2ccc(-c3ccc([N+](=O)[O-])cc3)o2)cn1
    9	0	-6	-2	7	12	28	6	1	i
Cc1ccc(Cl)cc1Nc1nc(-c2cccnc2)cs1
    0	0	-1	-3	-6	-1	13	-5	7	i
O=C(CCN1CCCC1=O)NC1CCCc2c1cnn2-c1ccc(F)cc1F (stereo not drawn)
    0	-2	-5	-1	1	6	4	-7	2	i
CCN(CC)S(=O)(=O)c1ccc(N2CCOCC2)c(NC(=O)c2ccc(OC)c([N+](=O)[O-])c2)c1
    -6	-3	-2	1	1	3	24	6	4	i
NS(=O)(=O)c1cc(C(=O)N2CCNC(=O)C2)ccc1Cl
    -8	-2	0	-1	-5	-22	16	9	-5	i
CCCN1C(=O)C2(C(C(=O)c3ccc(C)o3)=C(O)C(=O)N2CCCN2CCOCC2)c2ccccc21 (stereo not drawn)
    1	-1	0	-2	1	-1	5	-7	7	i
CCOC(=O)N1CCN(S(=O)(=O)c2cc(Cl)ccc2Cl)CC1
    1	0	0	1	5	2	22	1	-7	i
Cc1cc(C(=O)NC(=S)Nc2cccc(C(=O)O)c2C)ccc1[N+](=O)[O-]
    -6	43	2	-2	9	-8	40	-10	-3	i
Cc1cccc(CNC(=O)C2CCC(=O)N(C3CC3)C2)c1 (stereo not drawn)
    -7	1	1	-1	-3	-6	28	7	6	i
CC(CCn1cccn1)NC(=O)CCc1nnc(C2CCCCC2)o1 (stereo not drawn)
    0	-4	2	0	-2	1	22	-4	2	i
CCCCC(=O)NC(c1ccc(N(CC)CC)cc1)c1ccc2cccnc2c1O (stereo not drawn)
    -47	-3	-1	0	8	10	-43	-50	-1	i
CCOC(=O)c1cnc(SCC(=O)NCc2ccco2)nc1N
    0	1	1	1	-7	-8	9	6	-4	i
Cc1cccc(N(C(=O)Cn2nnc3ccccc32)C(C(=O)NC(C)(C)C)c2ccsc2)c1C (stereo not drawn)
    4	3	6	1	-2	-5	19	17	0	i
COc1ccc(C(CC(=O)Nc2ccc(Cl)cc2F)NC(=O)C(F)(F)F)cc1 (stereo not drawn)
    8	-3	4	·	1	0	-9	6	1	i
Cc1ccc(C(=O)N/C(=C\c2sccc2C)C(=O)NCCCN2CCOCC2)cc1
    -9	-2	-1	-2	-1	4	9	5	-5	·
CCOC(=O)c1nnc(-c2ccc(C)cc2)nc1N1CCSCC1
    -11	1	2	-2	1	1	10	15	5	i
CNC(=S)N1CCN(c2ccc([N+](=O)[O-])cc2)CC1
    -2	1	2	-2	-1	-4	9	-10	3	i
CCOC(=O)C1CCN(CC(=O)Nc2c(C(=O)OC)[nH]c3cccc(Cl)c23)CC1
    -1	-5	2	-1	-2	-6	15	15	6	i
O=C(Cn1ncn2c(cc3ccccc32)c1=O)NCCCc1ccccc1
    -8	5	-2	-1	2	4	-11	-26	-1	i
CCNC(=O)CN(c1ccc(F)cc1)S(=O)(=O)c1ccc2c(c1)OCCO2
    1	1	-2	-2	-3	-4	14	32	-8	i
C=CCOc1ccc(/C=C/C(=O)OCC(=O)NCC2CCCCC2)cc1
    -68*	-2	8	1	·	2	25	-76	10	i
Cc1ccc(Cn2c(C3CCCN3c3nc(-c4ccc(F)cc4)cs3)nc3cc(C(=O)NCCCO)ccc32)cc1 (stereo not drawn)
    -1	-3	4	-1	·	-2	13	-1	-2	i
N#CNC(=Nc1ccccc1F)SCc1ccc(C(=O)O)cc1
    -9	1	-6	-1	1	1	21	-7	4	i
CCn1cc(CNCc2cn(C)nc2-c2ccc(C3CCCCC3)cc2)cn1
    6	·	0	·	-1	1	9	3	·	i
NS(=O)(=O)c1ccc(CNC(=O)NC23CC4CC(CC(C4)C2)C3)cc1
    -12	-15	1	-5	-1	-4	15	-6	-8	i
Nc1ccc2nc(CCCO)[nH]c2c1
    7	3	1	2	2	0	20	21	10	i
O=C1CC(N2CCN(c3ccccc3)CC2)C(=O)N1c1ccc2c(c1)OCO2 (stereo not drawn)
    ·	1	1	0	0	3	14	·	4	i
O=C(Cn1c(CN2CCCCC2)nc2ccccc2c1=O)Nc1ccccc1
    5	33	1	-3	4	-5	14	-2	6	i
O=C(Nc1cccc(C(=O)O)c1)/C(=C\c1ccc2c(c1)OCO2)NC(=O)c1ccccc1Cl
    -16	-8	2	1	1	5	52	-13	-1	i
CCOC(=O)CN(c1cccc(C(C)=O)c1)S(C)(=O)=O
    2	-1	5	-3	7	8	11	0	6	i
CCCCCC1CCC(C(=O)N2CCOCC2)CC1 (stereo not drawn)
    2	18	-2	-1	-5	1	7	-14	-3	i
O=C1c2ccccc2NC(c2cn[nH]c2-c2ccc(Cl)cc2)N1O (stereo not drawn)
    17	8	4	2	3	-11	-3	32	9	i
O=C(Cn1cnc2c(nnn2Cc2ccc(F)cc2)c1=O)NCc1ccco1
    ·	-5	0	2	2	-5	-2	·	-8	i
CCOc1ccc(Br)cc1CSC(=N)N
    0	-4	0	5	1	1	11	-8	-6	i
O=C1COc2ccc(S(=O)(=O)NCCc3ccc(Cl)cc3)cc2N1
    3	7	2	-1	1	11	-21	4	2	i
Nn1c(SCC(=O)Nc2nccs2)nnc1C1CC1
    -3	6	4	7	0	4	3	19	-4	i
COc1ccc(/C=N\N2CCN(Cc3ccccc3Cl)CC2)cc1
    -8	-3	4	0	3	1	-8	-1	6	i
Cc1[nH]c2ccccc2c1SCCNC(=O)c1ccc(Br)o1
    3	-6	4	6	2	-2	-7	24	7	i
COc1ccc(C2C3=C(CC(C)(C)CC3=O)Oc3ncn(Cc4ccccc4)c(=N)c32)cc1 (stereo not drawn)
    -3	2	-4	-1	5	0	11	7	9	i
COc1ccc(OC)c(NC(=O)COC(=O)CNC(=O)c2ccc(OC)c(OC)c2)c1
    -3	-2	2	-2	4	4	6	-5	15	i
CN(C)c1ccnc(SCc2ccccc2Cl)c1C#N
    1	2	-6	-1	4	8	12	9	-11	i
C#CCNC(=O)C1=C[C@@H](C2CC2)C[C@@H](OCCCCO)O1
    -5	11	0	-1	·	4	19	-13	13	i
COc1ccc(NC(=O)CN2C(=O)C(C)Oc3ccc(C)cc32)cc1 (stereo not drawn)
    -1	8	0	0	8	-6	11	-13	-6	i
O=C(NCc1cccs1)C1CCCN1C(=O)Nc1ccc(Cl)cc1 (stereo not drawn)
    2	·	-1	-1	1	0	-3	8	0	i
Cc1sc2nc(CN3CCN(S(=O)(=O)c4cccc5nonc45)CC3)[nH]c(=O)c2c1C
    -2	0	2	-1	0	-2	0	10	2	i
CCOC(=O)c1[nH]c2cc(OC)c(OC)cc2c1NC(=O)CN1CCN(c2ccc(OC)cc2)C(C)C1 (stereo not drawn)
    -13	·	-1	0	1	12	20	-16	-6	i

The list continues:
Each structure is followed by: HSF1 inhib	Dyrk1A ADPGlo	GSK3beta inhib	GSK3 alpha inh	HSP90 inh	Platelet DG rel	AI-2 QS modul	HSF-1 act	HDAC3 inhib	PolyA inh
CC1CCN(S(=O)(=O)c2ccc(C(=O)Nc3nnc(-c4ccncc4)o3)cc2)CC1
    -5	3	3	1	-3	-9	76	14	2	i
C/C=C/c1ccc(OCCCCn2cncn2)c(OC)c1
    ·	5	·	0	2	·	·	·	0	·
CC(C)C(NC(=S)Nc1ccccc1)C(=O)O (stereo not drawn)
    -5	-9	1	0	-6	4	38	-1	3	i
Cc1c(C(=O)NCCN2C(=O)S/C(=C\c3cccnc3)C2=O)cccc1[N+](=O)[O-]
    4	-4	2	2	-1	0	13	12	·	i
CCOc1ccc(S(=O)(=O)NCCOC)cc1C
    -7	1	-3	0	3	9	1	-4	-1	i
CCOC(=O)N1CCN(C(=O)c2ccccc2NS(=O)(=O)c2ccc(C)cc2)CC1
    -5	6	4	0	0	2	25	3	0	i
CCOc1ccc(-n2c(=O)c3sccc3n(CC(=O)NCC3CCCO3)c2=O)cc1 (stereo not drawn)
    -2	1	-3	-1	-3	5	7	-4	3	i
COc1ccc(CN(C(=O)CSc2nnc(-c3ccc(F)cc3)o2)c2ccc(F)cc2)cc1
    10	-2	1	-4	4	-3	19	9	15	i

A second format for some results above:
compound | HSF1 inhib | Dyrk1A ADPGlo | GSK3beta inhib | GSK3 alpha inh | HSP90 inh | Platelet DG rel | AI-2 QS modul | HSF-1 act | HDAC3 inhib | PolyA inh
COc1ccc(CN(C(=O)CSc2nnc(-c3ccc(F)cc3)o2)c2ccc(F)cc2)cc1 | 10 | -2 | 1 | -4 | 4 | -3 | 19 | 9 | 15 | i
CCOc1ccc(-n2c(=O)c3sccc3n(CC(=O)NCC3CCCO3)c2=O)cc1 (stereo not drawn) | -2 | 1 | -3 | -1 | -3 | 5 | 7 | -4 | 3 | i
Cc1c(C(=O)NCCN2C(=O)S/C(=C\c3cccnc3)C2=O)cccc1[N+](=O)[O-] | 4 | -4 | 2 | 2 | -1 | 0 | 13 | 12 | · | i

From PubChem
